Source: PubChem (National Center for Advancing Translational Sciences (NCATS))
TSHR antagonist: antagonists of human thyroid stimulating hormone receptor. P16473. TSHR-expressing cells, TSH-stimulated cAMP HTRF, 2 h; stronger effect = lower value. activity change, negative = inhibition, % at 11.5 µM. hit rate 0.2% among 330,000;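 active = activity change below a set negative limit, meaning inhibition stronger than a set level, cut at about -70% in these data; inconclusive = activity change between two set negative limits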; note: % is set by controls: 0 for no effect and ±100 for the full control effect
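Competitive HTRF cAMP read-out (cryptate anti-cAMP antibody, cAMP-d2; 30 min, room temperature) in freshly harvested TSHR cells. Compounds added before TSH at EC80 (4nM final), followed by 2 hours' incubation at 37 deg C.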
Mito fusion act: mitochondrial division inhibition or fusion activation; hit rate 0.23% among 320,000; AID 485298; S. cerevisiae fusion-defective mutant growth rescue, CellTiterGlo 48 h; Potency, µM (highest dose often 46.1 µM), for inactives: at the highest dose growth rescue (activation), hits mostly activators;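 note: potency is the fitted concentration of half-maximal effect; % of control where 0% means no effect; nearly all actives have a fitted effect of over 45% in size; temperature-sensitive fusion mutants such as fzo1-1 at 37 °C on non-fermentable ethanol glycerol medium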
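Read-out: ATP-based luminescence (CellTiterGlo, 10 min ambient) reporting growth of fusion-defective ts yeast after 48 hours at 37C on glycerol/ethanol YPEG medium in the presence of compound.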
TCR act: activators of T cell receptors. primary human leukocytes, anti-CD3, IL-2 HTRF, 48 h. Potency, µM (top dose mostly 9.22 µM), for inactives: at the highest dose activation of IL-2 secretion, usual class: activators. 330,000 tested, under 10 active. AID 504894; note: % of control where 0% means no effect
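Primary human leukocytes incubated 48 hr with anti-CD3 beads plus compound, without co-stimulation. Secreted IL-2 measured by HTRF (europium cryptate/d2 anti-IL-2 pair, 320 nm excitation, 665 nm emission).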
ELG1 DNA repair: inhibitors of ELG1-dependent DNA repair in HEK293T cells | HEK293T ELG1-luciferase reporter, luminescence, 16 h; DNA damage induced by 5-fluorouridine | Potency, µM (series often up to 46.1 µM), without a hit: top-dose activity change, negative = inhibition, usual class: inhibitors | hit rate 2.3% among 330,000 | AID 504467; note: potency is the fitted concentration of half-maximal effect; % is set by controls: 0 for no effect and ±100 for the full control effect; nearly all actives have a fitted effect of over 55% in size
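Reporter activity after DNA damage by 5-fluorouridine is monitored. Compound-treated cells incubate 16 hr at 37 °C, then ONE-Glo is added for 30 min before luminescence reading.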
Eya2 inh: inhibitors of human Eya2 phosphatase activity; recombinant Eya2, OMFP fluorescence dephosphorylation (OMFP is methylfluorescein phosphate); Potency, µM (highest dose often 76.9 µM), without a hit: at the highest dose activity, negative = inhibition, most hits filed as inhibitors; hit rate 0.006% among 330,000; note: potency is the fitted concentration of half-maximal effect; % is set by controls: 0 for no effect and ±100 for the full control effect
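Eya2 (0.2 uM) preincubated 10 min at ambient with compound, then OMFP substrate added at 50 uM; 10 min reaction in 50 mM HEPES pH 7.5, 50 mM NaCl, 5 uM MgCl2, 0.05% BSA, 1 mM DTT. Fluorescence read at Ex 485/Em 525 nm.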
Tb PFK block: blocks T. brucei phosphofructokinase; T. brucei PFK, ADP-Glo luminescence; hit rate 0.17% among 330,000; Potency, µM (doses to about 57.5 µM), inactives show at the top dose activity, negative = inhibition, hits mostly inhibitors; O15648;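 note: potency is the fitted concentration of half-maximal effect; 0% = uninhibited 1x PFK enzyme wells and -100% = no-enzyme wells; nearly all actives have a fitted effect of over 60% in size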
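Activity is normalized to no-enzyme wells (full inhibition) and 1.25 nM enzyme wells (no inhibition). Reaction: 0.5 mM F6P, 0.1 mM ATP, 45 min RT, ADP-Glo luminescence; concentration-response curves fitted and classed by quality.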
AT treatment: potential ataxia-telangiectasia treatment; Potency, µM (titrated, usually from 57.5 µM), for the others: at the highest dose activation, most hits filed as activators; […] A-T fibroblasts, KAP-1 phosphorylation AlphaLISA; neocarzinostatin DNA damage 30 min before lysis; hit rate 0.19% among 320,000; note: potency is the fitted concentration of half-maximal effect; % of control where 0% means no effect; nearly all actives have a fitted effect of over 45% in size
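hTERT-immortalized A-T patient fibroblasts ([…]), 500 cells/well in OPTI-MEM, 1% FBS, got compounds for 60 min, then NCS for 30 min at 37C. Lysates were then assayed for phospho-KAP-1 by AlphaLISA (anti-pKAP1 donor, anti-KAP1 acceptor beads), 6 hr at 25C.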
Integrin act MD: activators of alpha7 integrin expression for muscular dystrophy. Potency, µM (doses to about 38.3 µM), without a hit: at the top dose activation, most hits filed as activators. AID 624291. alpha7betagal myoblasts, beta-gal FDG fluorescence, 48 h. hit rate 0.064% among 350,000;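 note: potency is the fitted concentration of half-maximal effect; 100% = response of the positive control SU9516; nearly all actives have a fitted effect of over 60% in size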
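Alpha7betagal+/- myoblasts (passage 13) were plated 16-24 hr, then exposed to compounds (1:260 dilution of DMSO stock) for 48 hours at 37C. After MPER lysis, β-galactosidase reporter activity was read as FDG fluorescence (ex 480/em 540) after 30 minutes.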
BCR signal inh: chronic active BCR signaling inhibition | ABC-DLBCL IkBa-CBG/CBR reporter, luminescence ratio, 4 h | Potency, µM (top dose mostly 46.1 µM), without a hit: at the top dose ratio change, negative = lower green/red ratio, hits mostly inhibitors | hit rate 0.05% among 340,000 | AID 493014; active = well fitted inhibition curve with a large enough effect in the signal ratio, with a control signal flat, not every such curve was filed as active; inconclusive = small, poorly fitted or top-dose-only effect, or effect the other way, or a change in a side signal; the % refers to the signal ratio;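 note: potency is the fitted concentration of half-maximal effect; plate controls were basal doxycycline-induced cells for no effect and cells given 10 µM MG132 for full effect; MG132 reads +100%, hits lower the ratio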
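Concentration-response series (up to 46 uM) were applied to TMD8 dual-reporter cells for 4 h at 37C with doxycycline. Green/red ratio, after filter-overlap correction, defined %Activity; red signal alone was normalised to basal cells and zero luminescence.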
TSG101-PTAP inh: blocks PTAP/TSG101 interaction to inhibit HIV-1 budding. Q99816. Fluorescence polarization, FITC-PTAP peptide / Tsg101 binding. Potency, µM (top dose mostly 115 µM), for the others: top-dose activity change, negative = inhibition, most hits filed as inhibitors. 340,000 tested, under 10 active. AID 493005; active = well fitted inhibition curve with a large enough effect in the main read-out, with a control signal flat, not every such curve was filed as active; inconclusive = small, poorly fitted or top-dose-only effect, or effect the other way, or a change in a side signal; inactive = no such curve, though single readings can be large or run the other way; note: potency is the fitted concentration of half-maximal effect; % of control where 0% means no effect
Target sequence (Q99816 whole entry, looked up): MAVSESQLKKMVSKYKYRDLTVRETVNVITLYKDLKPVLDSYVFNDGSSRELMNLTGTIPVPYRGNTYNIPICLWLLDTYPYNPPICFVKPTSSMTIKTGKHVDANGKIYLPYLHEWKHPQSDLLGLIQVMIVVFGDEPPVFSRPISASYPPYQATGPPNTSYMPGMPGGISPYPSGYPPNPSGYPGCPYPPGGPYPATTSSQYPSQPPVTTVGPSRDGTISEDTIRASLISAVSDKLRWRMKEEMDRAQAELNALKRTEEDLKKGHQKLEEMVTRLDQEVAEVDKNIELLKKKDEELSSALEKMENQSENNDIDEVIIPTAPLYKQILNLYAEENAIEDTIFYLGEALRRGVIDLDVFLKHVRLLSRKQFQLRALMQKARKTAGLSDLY
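Fluorescence polarization binding of Tsg101 binding domain (10 uM final) to FITC-labeled PTAP peptide (50 nM final) in HEPES pH 7.5 buffer with NaCl, Tween 20, EDTA, TCEP. Compounds added before peptide; binding 20 min at RT.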
ASM inhibitor: human S-ASM enzyme inhibition. placental ASM, HMU-PC fluorogenic substrate, 60 min. Potency, µM (titrated, usually from 57.5 µM), for inactives: at the highest dose activity change, negative = inhibition, usual class: inhibitors. hit rate 0.006% among 340,000. AID 504937; note: potency is the fitted concentration of half-maximal effect
Target sequence (P17405 47-631 limits assumed): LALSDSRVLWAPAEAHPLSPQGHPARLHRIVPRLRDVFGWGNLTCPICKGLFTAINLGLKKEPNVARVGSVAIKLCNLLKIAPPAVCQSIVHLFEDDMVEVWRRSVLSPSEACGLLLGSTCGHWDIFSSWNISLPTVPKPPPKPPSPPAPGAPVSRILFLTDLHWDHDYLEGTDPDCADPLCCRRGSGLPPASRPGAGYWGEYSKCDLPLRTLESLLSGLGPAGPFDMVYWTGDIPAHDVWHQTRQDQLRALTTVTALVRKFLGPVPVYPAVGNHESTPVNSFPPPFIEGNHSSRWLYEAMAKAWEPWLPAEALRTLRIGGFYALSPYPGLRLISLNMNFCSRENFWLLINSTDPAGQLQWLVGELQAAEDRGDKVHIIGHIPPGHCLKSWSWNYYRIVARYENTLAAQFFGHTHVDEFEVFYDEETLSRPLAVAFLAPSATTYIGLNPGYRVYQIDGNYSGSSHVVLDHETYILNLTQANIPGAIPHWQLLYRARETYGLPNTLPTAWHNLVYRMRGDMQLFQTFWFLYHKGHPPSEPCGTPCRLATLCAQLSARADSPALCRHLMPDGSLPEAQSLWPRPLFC
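qHTS format. ASM enzyme prepared from human placenta hydrolyses the fluorogenic substrate HMU-PC0 (9 uM final) over 60 min at 37 °C after a 10 min compound preincubation.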
* hit, by the source's call; ? = inconclusive; · = no result given; [ ] = remark or other dose. Unless noted, calls come from the whole dose curve; as a rule, active = well fitted curve in the direction sought with a large enough effect; inconclusive = small, poorly fitted or top-dose-only effect, or another doubt; inactive = no such curve, though single readings can be large; an effect the other way counts as inactive or inconclusive.

SMILES	TSHR antagonist	Mito fusion act	TCR act	ELG1 DNA repair	Eya2 inh	Tb PFK block	AT treatment	Integrin act MD	BCR signal inh	TSG101-PTAP inh	ASM inhibitor
COc1ccc(/C=C(/NC(=O)/C=C/c2ccccc2)C(=O)NCCCCCC(=O)O)cc1	-4	-5%	-1%	4%	9%	0%	1%	8%	-19%	-4%	5%
CC(C)c1ccc(C(=O)NN2CCOCC2)cc1	9	2%	-4%	3%	2%	2%	8%	2%	3%	-2%	1%
CN(C)C(CNc1ccc(C(N)=O)cc1[N+](=O)[O-])c1ccccc1 (centres undefined)	8	-4%	-1%	-2%	18%	1%	-10%	-16%	?	-1%	-8%
COc1ccc2nc(C)cc(N/N=C/c3ccccc3)c2c1	-1	-1%	2%	-9%	-27%	0%	-7%	-54%[inhibitor]	?	0%	44%[activator]
O=C(COC(=O)c1ccc([N+](=O)[O-])s1)Nc1ccccc1	-9	-13%	-2%[46.1 µM]	1%	-3%	-1%	10%	2%	1%	0%	2%
CCCCN(CCCC)NC(=O)c1ccccc1	0	4%	-1%	20%	6%	-8%	1%	1%	-1%	-7%	-3%
Cc1ccccc1NC(=O)CN1C(=O)N/C(=C\c2ccc(N3CCOCC3)c(F)c2)C1=O	-13	0%	·	27%	-3%	-2%	2%	-20%	-3%	3%	53%[activator]
CCOc1ccc(NC(=O)CCC(=O)N/N=C/c2ccc3c(c2)OCO3)cc1	-5	28%	11%	?	2%	1%	1%	20%	-2%	-7%	0%
Cc1cccc(NC(=O)CCN2CCCCC2)c1	-4	2%	·	3%	4%	0%	-7%	28%	4%	0%	0%
CCN(C(=O)CN1C(=O)S/C(=C\c2ccccc2OC)C1=O)C1CCS(=O)(=O)C1 (centres undefined)	-1	4%	-3%	5%	0%	3%	7%	-23%	-19%	0%	6%
COc1ccc(NC(=O)c2ccccc2)cc1NS(=O)(=O)c1ccc(F)cc1	1	-23%	2%[46.1 µM]	5%	-2%	-1%	1%	-10%	?	2%	-5%
CN(Cc1ccccc1)C(=O)CCC1CCN(C(=O)CC2=CCCCC2)CC1	1	3%	-2%	29%	-19%	0%	-11%	-40%	13%	-3%	-2%
Cc1cc(NC(=O)CSc2nc3ccccc3n2CC(C)C)no1	0	2%	2%	?	11%	1%	1%	18%	-1%	-2%	-4%
CCOC(=O)c1sc(NC(=O)C2C3C=CC(C3)C2C(=O)O)nc1C (centres undefined)	-2	0%	-2%	7%	9%	-26%	8%	-7%[7.66 µM]	-8%	-9%	0%
CCC(=O)Nc1cccc(NC(=O)CSc2nnnn2C2CCCC2)c1	10	-2%	10%	-17%	-3%	-2%	9%	-6%	-11%	-2%	10%
CCOC(=O)Nc1ccc(C(=O)/C=C/c2ccccc2)cc1	-14	10%	4%	?	3%	-10%	17%	-55%[inhibitor]	?	7%	-1%
CCNC(=O)NC(=O)C(C)Oc1ccc(C(=O)OC)cc1 (centres undefined)	-1	4%	-1%	-3%	2%[15.4 µM]	6%	2%	-2%	0%	-6%	0%
O=C(OCc1c(F)cccc1Cl)c1cnc(Cl)c(Cl)c1	-4	6%	1%	0%	21%	1%	17%	-2%	2%	-1%	-5%
C/C(=C\c1ccco1)C1C(C#N)=C(N)Oc2n[nH]c(-c3ccc(C)cc3)c21 (centres undefined)	-16	-3%	-4%	-14%	11%	-3%	2%	-15%	0%	-7%	-2%
CC(C)c1c(C(=O)N/N=C2\CCc3ccccc32)nnn1-c1nonc1N	0	4%	-7%	9%	-5%	0%	-1%	?	1%	-2%	2%
CC(C)c1nnc(NC(=O)CSc2nnc(-c3ccco3)o2)s1	29	2%	-3%	-5%	0%	-1%	-1%	20%	?	0%	0%
CN(CC(=O)Nc1cccc(F)c1)C(=O)c1csc2c1CCCC2	-10	15%	4%	2%	-3%	12%	1%	12%	1%	5%	-1%
O=S(=O)(c1ccc(-n2cnnn2)cc1)N1CCN(c2ccccc2F)CC1	10	10%	3%	?	-2%	0%	4%	-5%	8%	-6%	-5%
Cc1cc(=O)oc2cc(OCC(=O)NCCc3c[nH]c4ccc(F)cc34)ccc12	-14	-2%	1%	?	-6%	-3%	0%	28%	5%	-2%	-3%
CCOC(=O)N1CCN(C(=O)CSC2=NS(=O)(=O)c3cc(F)ccc3N2)CC1	-6	-4%	6%	0%	-14%	-3%	2%	-8%	-2%	-3%	1%
Further structures.
SMILES	TSHR antagonist	Mito fusion act	TCR act	ELG1 DNA repair	Eya2 inh	Tb PFK block	AT treatment	Integrin act MD	BCR signal inh	TSG101-PTAP inh	ASM inhibitor
COc1ccc(S(=O)(=O)NCCC(=O)N2CCCC2)cc1N(C)S(C)(=O)=O	4	0%	-2%	7%	1%	4%	4%	11%	-8%	0%	6%
Nc1[nH]n2c(=O)c3c(nc2c1N=Nc1ccccc1)CCCC3	-10	2%	-18%	?	6%	2%[0.46 µM]	-5%	5%	?	-4%	-16%
COc1ccc(C(C)C)cc1S(=O)(=O)NCC1CCCO1 (centres undefined)	0	4%	-4%	0%	-8%	1%	8%	11%	0%	0%	15%
CCOC(=O)C1CCCN(CC(=O)NC2=Nc3ccccc3N=C(C)C2c2ccccc2)C1 (centres undefined)	0	12%	7%	?	-11%	-1%	-14%	-8%	?	-6%	1%
CC1(c2nnc(Cc3ccccc3)o2)CC(c2cccc([N+](=O)[O-])c2)=NO1 (centres undefined)	-3	-2%	4%	9%	7%	2%	3%	30%	19%	-21%	-12%
COCCNC(=O)c1ccc(-n2c(SCc3cccnc3)nc3ccccc3c2=O)cc1	-9	-3%	2%	-1%	4%	1%	-7%	-3%	-1%	-2%	5%
COC(=O)CN(c1cccc(OC)c1)S(C)(=O)=O	9	-2%	-11%	4%	-6%	-8%	4%	-8%	-1%	-7%	0%
COc1cc(Cl)ccc1OCc1cc(C(=O)NCC(C)c2ccccc2)no1 (centres undefined)	-5	2%	-2%	-1%	-4%	2%	8%	12%	4%	-1%	7%
O=C(COC(=O)c1ccc(NS(=O)(=O)c2ccc3c(c2)OCCO3)cc1)NC1CCS(=O)(=O)C1 (centres undefined)	7	3%	6%	2%	3%	7%	2%	39%	-1%	0%	5%
COc1ccc(OC)c(Nc2c3c(nc4ccccc24)CCC3)c1	6	-10%	-8%	?	1%	-17%	-6%	3%	16µM*	-3%	3%
CCN(CCNC(=O)C1CCC(=O)N1Cc1ccc(C)cc1)c1ccccc1 (centres undefined)	2	1%	4%	-7%	8%	-1%	2%	21%	4%	-1%	4%
O=C(c1ccc2c(c1)OCO2)N1CCN(S(=O)(=O)N2CCCCC2)CC1	12	-2%	-6%	6%	18%	2%	-1%	-10%	-5%	-5%	1%[11.5 µM]
CCOc1ccc(N2CC(C(=O)N3CCc4ccccc4C3)CC2=O)cc1 (centres undefined)	3	3%	-3%	7%	16%	1%	-2%	-10%	0%	-6%	-1%
Cn1cccc1C(=O)NC(=O)COC(=O)c1ccc(O)cc1	20	0%	·	14%	-6%	-8%	-1%	-6%	?	-4%	1%
O=S(=O)(c1ccccc1)N1CCN(c2cccc(Cl)c2)CC1	-16	13%	6%	1%	-4%	0%	4%	-16%	0%	-1%	-4%
CCn1c(=O)c2cc(C(=O)NCCC(C)C)sc2c2ccccc21	-4	-4%	-7%	?	?	-10%	-2%	?	?	0%	-11%
CCOc1ccc(NC(=O)CN(C)C(=O)COc2cccc(CC)c2)cc1OCC	-2	2%	-1%	13%	-8%	-1%	-1%	0%	0%	0%	3%
CCOC(=O)CC1=CSC2=NS(=O)(=O)CCN12	1	-3%	7%	4%	12%[15.4 µM]	-3%	3%	-13%	2%	-3%	6%
Cc1nnc(SCCc2ccccc2)[nH]c1=O	-1	4%	6%	0%	10%	3%	6%	11%	?	-5%	0%
CN(Cc1ccc(Cl)cc1Cl)C(=O)CNC(=O)c1ccc2c(c1)OCO2	2	2%	-2%	2%	-20%	-3%	-2%	7%	-8%	-10%	4%
